Screens: PubChem BioAssay, National Center for Advancing Translational Sciences (NCATS)
Epigenetic mod: qHTS Assay for Epigenetic Modulators. mouse C127i GFP locus derepression, cytometry, 30 h. Potency, µM (highest dose often 46.1 µM), for the others: at the highest dose GFP derepression (activation). hit rate 0.09% among 68,000; also: % of control where 0% means no effect
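Locus derepression in mouse mammary C127i cells whose integrated CMV-GFP reporter is normally silent; GFP expression after 30 h compound treatment was quantified by counting fluorescent cells.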
4MU fluor: qHTS Assay for Spectroscopic Profiling in 4-MU Spectral Region. max dye-equivalent concentration, M. compound autofluorescence, 340/450 nm, 4-MU equivalents; stronger effect = higher value. hit rate 11% among 59,000; in the data active = max dye-equivalent concentration above about 10 nM; inconclusive = mostly about 1.1 nM to 9.6 nM
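Compounds in 100 mM Tris, pH 8.0, incubated 15 min at room temperature, then fluorescence read at 340 nm excitation/450 nm emission. Signal converted to 4-MU dye-equivalent concentration using an on-plate six-point 4-MU standard curve.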
CRE-bla Fsk: Cell signaling CRE-BLA (Fsk stim) | CHO CRE-bla reporter (cAMP response element driving beta-lactamase), forskolin EC10, beta-lactamase ratio | Potency, µM (titrated, usually from 38.2 µM), for inactives: at the highest dose activity change, negative = inhibition, usual class: activators | hit rate 2.5% among 71,000 | AID 662, 2007; active = well fitted activation curve with a large enough effect in the signal ratio, with a control signal flat, not every such curve was filed as active; inconclusive = small, poorly fitted or top-dose-only effect, or effect the other way, or a change in a side signal; the % refers to the signal ratio; also: potency is read from the fitted curve at half-maximal effect; % of control where 0% means no effect
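CHO CRE-bla cells, overnight plating in Opti-MEM with 0.5% dialyzed FBS; cpd titration + EC10 NKH 477, 3 h 37 °C; CCF4 2 h RT; ex 405/em 460 vs 530 ratio → %Activity, AC50.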
HBB splicing: qHTS Assay for Modulators of Hemoglobin Beta Chain Splicing | Potency, µM (titrated, usually from 46.1 µM), for the others: at the top dose activation, most hits filed as activators | hit rate 0.06% among 65,000 | HBB splicing reporter cell assay, activation; EGFP reporter with mutant IVS2-654 intron; response scale: normalised to 500 nM splice-correcting PNA | AID 925, 2007; also: potency is read from the fitted curve at half-maximal effect; 0% is about no effect
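HeLa cells stably expressing EGFP interrupted by mutant beta-globin intron 2 (IVS2-654), 500/well in 2% FCS. Treated with compound for 2 days at 37C. Splicing correction scored as total well GFP intensity (488 nm excitation, 500-520 nm emission); 500 nM antisense PNA served as control.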
UbGFP stabilizer: Ubiquitin-GFP Assay. Ubiquitin-GFP reporter cells, proteasome inhibition, GFP fluorescence; response scale: untreated = 0%, 10 µM MG-132 = 100%. Potency, µM (top dose mostly 45.9 µM), inactives show at the top dose activation (GFP accumulation), actives largely listed as activators. 67,000 tested, under 10 active. AID 526, 2006; active = well fitted activation curve with a large enough effect, not every such curve was filed as active; inconclusive = small, poorly fitted or top-dose-only effect, or another doubt; inactive = no such curve, though single readings can be large or run the other way; also: potency is read from the fitted curve at half-maximal effect
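U2OS cells stably expressing ubiquitin(G76V)-GFP, seeded overnight in 0.5% FBS medium, were exposed to compounds (qHTS, 46 uM to 2.9 nM) for 4 hr at 37 °C. GFP-positive cells were counted by laser cytometry (488 ex/515 em), normalized between basal and 10 uM MG-132.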
Texas Red fluor: qHTS Assay for Spectroscopic Profiling in Texas Red Spectral Region. Compound fluorescence, Texas Red channel, 547/618 nm; stronger effect = higher value. max dye-equivalent concentration, M. hit rate 0.06% among 59,000. AID 587, 2007; in the data active = max dye-equivalent concentration above about 10 nM; inconclusive = between about 1.1 nM and that limit
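Texas Red-region profiling: compounds in 100 mM Tris pH 8.0 were read at 547/618 nm after 15 min at room temperature. Intensities were normalized against a six-point Texas Red standard series to give dye-equivalent concentration.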
Hsp90 Hop PPI: qHTS Assay for Disrupters of an Hsp90 Co-Chaperone Interaction. Hsp90 C-terminal peptide / TPR2A (Hop) interaction, human. Potency, µM (doses to about 57 µM), inactives show at the top dose activity change, negative = inhibition. AID 595, 2007. AlphaScreen TPR2A-His6 binding biotin-Hsp90 C-terminal peptide. hit rate 0.44% among 71,000; active = well fitted curve in either direction with a large enough effect; inconclusive = small, poorly fitted or top-dose-only effect, or another doubt; also: potency is read from the fitted curve at half-maximal effect; % is scaled to controls: 0 for no effect and ±100 for the full control effect; many of its hits are not listed in these tables
Fluorescein autfl: qHTS Assay for Spectroscopic Profiling in Fluorescein Spectral Region; Compound autofluorescence, 480/540 nm, fluorescein-equivalent; stronger effect = higher value; hit rate 0.91% among 59,000; AID 593, 2007; max fluorescein-equivalent concentration, M; in the data active = max fluorescein-equivalent concentration above about 10 nM; inconclusive = between about 1.1 nM and that limit
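Normalized response (dye-equivalent concentration) derives from comparing each well's 540 nm emission, under 480 nm excitation, with plate-resident fluorescein standards. Compounds were held in 100 mM Tris, pH 8.0, for 15 min at room temperature.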
A350 autofl: qHTS Assay for Spectroscopic Profiling in A350 Spectral Region. max dye-equivalent concentration, M. hit rate 11% among 59,000. Compound autofluorescence, 340/450 nm, Alexa 350 dye-equivalents; stronger effect = higher value; in the data active = max dye-equivalent concentration above about 10 nM; inconclusive = mostly about 1.1 nM to 9.6 nM
ERK AVP inh: qHTS Assay for Inhibitors of the ERK Signaling Pathway using a Homogeneous Screening Assay. Potency, µM (series often up to 57.5 µM), inactives show at the highest dose activity, negative = inhibition, most hits filed as inhibitors. HEK293-V1b, vasopressin-stimulated pERK AlphaScreen. hit rate 0.99% among 72,000; also: potency is read from the fitted curve at half-maximal effect; % is scaled to controls: 0 for no effect and ±100 for the full control effect; nearly all actives have a fitted effect of over 55% in size
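HEK293 cells stably expressing V1b receptor, preincubated 30 min at 37 °C with compound, then stimulated 5 min with 25 nM vasopressin. Phospho-ERK by AlphaScreen SureFire after 5 h RT; normalized to DMSO and vasopressin; AC50 by Hill fit.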
Luciferase inh: qHTS Assay for Inhibitors of Firefly Luciferase. purified firefly luciferase, luminescence, 8 min. Potency, µM (series often up to 57.1 µM), for inactives: at the top dose activity change, negative = inhibition, usual class: inhibitors. hit rate 2.2% among 72,000. AID 411, 2009; also: potency is read from the fitted curve at half-maximal effect; % is scaled to controls: 0 for no effect and ±100 for the full control effect; nearly all actives have a fitted effect of over 40% in size
Target sequence (P08659 whole entry, looked up): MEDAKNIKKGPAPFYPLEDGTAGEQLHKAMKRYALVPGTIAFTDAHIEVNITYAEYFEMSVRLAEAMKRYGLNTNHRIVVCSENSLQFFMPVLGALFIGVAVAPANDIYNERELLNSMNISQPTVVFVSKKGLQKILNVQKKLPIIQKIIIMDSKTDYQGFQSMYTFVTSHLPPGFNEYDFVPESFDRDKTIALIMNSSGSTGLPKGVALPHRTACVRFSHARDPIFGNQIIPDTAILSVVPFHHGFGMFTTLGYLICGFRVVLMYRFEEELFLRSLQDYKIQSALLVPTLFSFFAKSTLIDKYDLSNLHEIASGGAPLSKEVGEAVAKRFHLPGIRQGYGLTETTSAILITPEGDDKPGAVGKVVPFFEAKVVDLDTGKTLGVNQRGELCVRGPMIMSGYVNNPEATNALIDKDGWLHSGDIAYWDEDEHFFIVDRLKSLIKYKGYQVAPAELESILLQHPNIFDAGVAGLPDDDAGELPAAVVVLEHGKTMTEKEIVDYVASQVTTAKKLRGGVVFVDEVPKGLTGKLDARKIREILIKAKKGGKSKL
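Compounds were tested as concentration series (qHTS) against purified P. pyralis luciferase with luciferin and 10 uM ATP in 50 mM imidazole pH 7.2, 50 mM KCl, 7 mM MgCl2, 0.01% Tween 20, 0.05% BSA. Luminescence was read after 8 min at ambient temperature.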
* hit, by the source's call; i = inactive; ? = inconclusive; . = no result given; [ ] = dose if it differs, or a comment. Unless noted, calls follow the shape of the dose curve; as a rule, active = well fitted curve in the direction sought with a large enough effect; inconclusive = small, poorly fitted or top-dose-only effect, or another doubt; inactive = no such curve, though single readings can be large; an effect the other way counts as inactive or inconclusive. Only part of the results is shown; rates above refer to the full screens.

SMILES	Epigenetic mod	4MU fluor	CRE-bla Fsk	HBB splicing	UbGFP stabilizer	Texas Red fluor	Hsp90 Hop PPI	Fluorescein autfl	A350 autofl	ERK AVP inh	Luciferase inh
O=C(OCC#CCSc1nnc(-c2ccccc2)o1)c1cccs1	0%[20.6 µM]	i	.	.	.	i	.	i	i	.	1%[25.5 µM]
O=C(O)[C@H]1CC=CC[C@@H]1C(=O)Nc1cccc(O)c1	-3%[9.22 µM]	?	1%[7.6 µM]	6.1%[9.22 µM]	2%[9.17 µM]	i	-3%[11 µM]	?	?	22%[11.5 µM]	4%[11.4 µM]
CCOc1ccc(-c2nnc(SCC(=O)N3CCOCC3)o2)cc1	-3%	i	-17%	-0.4%	13%	i	1%	?	i	13%	?
CCOC(=O)c1cnc(Nc2nc3ccccc3o2)nc1CN1CCN(c2ccccc2)CC1	-5%	i	-18%	1.6%	-1%	i	-10%	i	i	1%	2%
COc1ccc(Br)cc1CNC(=O)C1CCC(=O)N1C(C)C (stereo unspecified)	0%	.	-5%	-0.8%	11%	.	2%	.	.	21%	3%
COc1ccc(C2C3=C(CCCC3=O)Nc3nc(C(F)(F)F)nn32)c(OC)c1OC (stereo unspecified)	0%	2.8e-08M*	?	-2.4%	-12%	i	-7%	i	2.5e-08M*	-12%	-2%
Cn1cccc1Cc1nnc(SCC(=O)NC2CCCC2)n1-c1ccc(F)cc1	.	.	4%	-0.3%	-9%	.	-3%[2.3 µM]	.	.	-27%	1%
O=C(NC1CCCCC1)N1CCCCCC1	0%	.	12%	-3.4%	-3%	.	0%	.	.	-9%	1%
CC1(C)C2CCC1(C)C(OC(=O)CSc1nc(N)cc(=O)[nH]1)C2 (stereo unspecified)	0%	.	4%	0.1%	13%	.	-7%	.	.	-11%	-2%
CCCCC(CC)C(=O)NCCCN1CCN(CCCNC(=O)C(CC)CCCC)CC1 (stereo unspecified)	0%	.	-1%	-0.1%[9.22 µM]	8%	.	-4%	.	.	20%	1%
c1ccc(-c2nnc3n2NC(c2ccc4c(c2)OCO4)S3)cc1 (stereo unspecified)	-1%	i	8%	-1.5%	-5%	i	-12%	i	i	-14%	2%
COc1cc(OC)cc(C(=O)Nc2ccccc2N2CCOCC2)c1	2%	i	?	-2.1%	-13%	?	9%	i	i	18%	-1%
CCC(C)(C)n1nnnc1CN(Cc1ccc(Cl)cc1)Cc1ccco1	-1%	i	2%	.	2%	i	?	i	i	-2%	-1%
Cn1c(SCc2c(F)cccc2Cl)nnc1-c1cnccn1	-2%	1.7e-08M*	5%	1.4%[1.84 µM]	3%	?	2%	i	?	1%	-1%
O=C(c1cc2nc(-c3ccccc3)cc(-c3ccccc3)n2n1)N1CCN(C(=O)c2ccco2)CC1	7%	5.3e-08M*	3.2µM*	-1.5%	1%	i	19%	i	3.9e-08M*	-10%	0%
O=C(CCn1c(=O)oc2ccccc21)N(Cc1ccccc1)c1ccccn1	6%	i	-7%	0.3%	2%	i	4%	i	i	17%	0%
CC(CSc1nc2ccccc2s1)Cn1c(N2CCCC2)nc2c1c(=O)[nH]c(=O)n2C (stereo unspecified)	0%	7.1e-08M*	?	-5.5%[57.5 µM]	-2%	i	?	?	9.1e-08M*	10%	2%
O=C(CCn1c(=S)oc2ccccc21)Nc1ccc2c(c1)OCCO2	2%	i	-10%	-0.8%	-1%	i	1%	i	i	-7%	-14%
O=C(Cn1cccc1C(=O)c1ccccc1)NCc1ccccn1	0%	i	?	-0.5%	8%	i	-2%	?	i	?	2%
CC(=O)N1CCc2cc(S(=O)(=O)Nc3ccccc3N3CCN(C)CC3)ccc21	0%	.	5%	0.2%	-3%	.	-4%	.	.	1%	-2%
CCOC(=O)c1oc2ccccc2c1NC(=O)c1cccs1	5%	1.8e-08M*	4µM*	-2.3%	5%	?	8%	i	2.1e-08M*	9%	0%
CC(CNC(=O)c1ccc(Br)o1)NC(=O)c1ccc(Br)o1 (stereo unspecified)	1%	.	-6%	-4.4%	19%	.	1%	.	.	-13%	0%
Cc1ccc(C(=O)CNc2nc3c(c(=O)[nH]c(=O)n3C)n2Cc2ccccc2)cc1	-1%	i	-3%	-0.6%[1.84 µM]	-4%	?	-2%	i	i	-12%	1%
CC(CN1CCOCC1)OC(=O)COc1ccc(F)cc1 (stereo unspecified)	0%	i	3%	0.0%[57.5 µM]	-1%	i	0%	?	i	-2%	6%
N#C/C(C(=O)NCc1ccccc1)=C1\SC(CCO)C(=O)N1c1ccccc1 (stereo unspecified)	8%[20.6 µM]	i	.	.	.	?	.	?	i	.	1%[25.5 µM]
SMILES	Epigenetic mod	4MU fluor	CRE-bla Fsk	HBB splicing	UbGFP stabilizer	Texas Red fluor	Hsp90 Hop PPI	Fluorescein autfl	A350 autofl	ERK AVP inh	Luciferase inh
Cc1ccc(S(=O)(=O)N(C)Cc2ccc(-c3nnco3)cc2)cc1	-1%	i	-4%	-3.5%	6%	?	-3%	?	i	12%	3%
CCOC(=O)N1CCN(C(=O)CCC(=O)N2CCOc3ccc(C)cc32)CC1	-2%	i	-24%	1.2%	-9%	i	-3%	i	i	1%	0%
CCOC(=O)C1=C(C)NC(=O)NC1c1c(OCC(=O)N2CCCCC2)ccc2ccccc12 (stereo unspecified)	1%	i	-1%	0.3%[57.5 µM]	-3%	i	-4%	?	i	-4%	-1%
C=CCc1ccccc1OCC(O)CNC (stereo unspecified)	2%	i	?	-5.4%	0%	i	-4%	?	i	10%	1%
COCCN1C=C(C(=O)OC)C(c2cc3c(cc2Br)OCO3)C(C(=O)OC)=C1	0%	.	?	0.2%	7%	.	23%	.	.	24%	-1%
COc1ccccc1NC(=O)CSc1nnc(COc2ccc(Cl)cc2)n1Cc1ccco1	0%	i	-3%	4.3%	-3%	i	-1%	?	i	-16%	-2%
Cc1nn(CC(=O)Nc2ccc(C(=O)N3CCCCC3)cc2)c(=O)c2ccccc12	2%	i	?	-0.3%	-3%	i	-1%	i	i	-2%	1%
O=C(CSc1c[nH]c2ccccc12)N1CCOCC1	0%	i	-11%	6.1%[0.369 µM]	3%	i	2%	i	?	0%	1%
COC(=O)c1cccc(NC(=O)NC2CCCN2S(=O)(=O)c2ccc(Cl)cc2)c1 (stereo unspecified)	-2%	i	?	-0.6%	-7%	i	4%	?	i	?	2%
O=C(c1ccco1)N1CCN(C(=O)C(Cc2ccccc2)NS(=O)(=O)c2cccs2)CC1 (stereo unspecified)	2%	i	7%	-4.7%	7%	i	3%	i	i	1%	0%
COc1cc2c3c(c1)C1(C(=O)N3C(C)(C)C=C2C)C(C#N)=C(N)Oc2cc(C)oc(=O)c21 (stereo unspecified)	0%	i	16%	6.1%[1.84 µM]	3%	i	-5%	i	i	8%	1%
CC1(C)CC(NC(=O)c2ccccc2Cl)CC(C)(C)N1	0%	i	-1%	.	-5%	i	0%	i	i	-5%	4%
COc1ccc(OC)c(NC(=O)C2CC(=O)N(c3ccccc3)C2)c1 (stereo unspecified)	-3%	i	?	0.9%	6%	i	-2%	i	i	-15%	-2%
Nc1ccccc1SCc1csc(-c2ccc(Cl)cc2)n1	-1%[9.22 µM]	i	-4%[7.6 µM]	1.7%[9.22 µM]	-1%[9.17 µM]	i	15%[11 µM]	i	i	11%[11.5 µM]	-1%[11.4 µM]
O=c1[nH][nH]c(=O)c2cc(N3CCCC3)ccc12	-2%	5.3e-08M*	-1%	0.7%	17%	i	-4%	i	4.7e-08M*	12%	-4%
C=CCN1CCc2c(cc(O)c(O)c2Br)[C@H](c2ccccc2)C1	-1%	i	-7%	0.6%	-9%	i	10µM*	i	i	-3%	-5%
O=C(COC(=O)C1(c2ccc(F)cc2)CCCC1)N1CCN(C(=O)c2ccco2)CC1	0%	i	-9%	-4.9%	-3%	?	0%	?	i	5%	-31%
COc1ccc(C(=O)N2CCC3(CC2)CN(c2ccccn2)C3)cc1	2%[9.22 µM]	i	-10%	2.9%	-9%	i	4%	i	i	-1%	-2%[11.4 µM]
COCCNC(=O)CSc1nc2ccccc2c(=O)n1CC1CCCO1 (stereo unspecified)	0%	i	-10%	0.0%	0%	i	0%	?	i	7%	2%
